# Source: PubChem (several laboratories)
# Rac1 mut GTP – alters GTP binding to activated mutant human Rac1. AID 764. percent activity (GTP binding), % at 10 µM. GST-Rac1 activated beads, fluorescent GTP binding, flow cytometry; actives lie on both sides; 100% means binding = to untreated wells. P63000. actives 0.11% (n = 190,000);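 active = GTP binding at least 20 percentage points away from the 100% baseline, in either direction, so actives lie on both sides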
# Rab7 wt modul – modulators of GTP binding to dog Rab7 wildtype GTPase | GTP binding activity (percent of control), % at 10 µM | AID 758 | actives 0.055% (n = 190,000) | GST-Rab7 beads, fluorescent GTP binding, flow cytometry; actives lie on both sides; untreated = 100%, excess cold GTP = 0%;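 active = fluorescent GTP binding to Rab7 beads changed by at least 20 points from the 100% baseline, either direction, mostly lower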;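 also: median green fluorescence of bound Bodipy-FL-GTP per Rab7 bead population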
# GSH bead fluor – compound fluoresces at 488/530 nm on GSH beads. GSH beads flow cytometry, compound fluorescence 488/530 nm; stronger effect = higher value. fluorescence (KMESF) at 10 µM. actives 0.25% (n = 190,000). AID 1776; in the data active = fluorescence above about 89;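 also: glutathione beads carrying GST-tagged Bcl family fusion proteins plus one bare bead set; values are compound well signal with DMSO vehicle wells as background; inactives centre near 16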
# Cdc42 wt GTP – modulators (inhibitors or activators) of GTP binding to human Cdc42 wildtype; P60953; GST-Cdc42 beads, Bodipy-GTP binding, flow cytometry; actives lie on both sides; percent activity (GTP binding), % at 10 µM; actives 0.2% (n = 190,000); AID 761;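 active = percent activity GTP binding at least 20 points away from the 100% baseline, either down as inhibitor or up as activator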;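 also: median bead fluorescence of bound Bodipy-FL-GTP at 100 nM; 0% = excess unlabeled GTP control and 100% = no compound control; below 100% means less GTP binding so inhibitor and above means activator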
# Target sequence (P60953 whole entry, looked up): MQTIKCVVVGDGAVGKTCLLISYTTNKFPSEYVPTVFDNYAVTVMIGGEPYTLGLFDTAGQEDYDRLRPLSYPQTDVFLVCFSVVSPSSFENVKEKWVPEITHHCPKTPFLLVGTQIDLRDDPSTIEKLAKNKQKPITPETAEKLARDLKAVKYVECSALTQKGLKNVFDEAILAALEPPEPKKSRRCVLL
# Pf gametocyte – P. falciparum stage V gametocyte viability inhibition; P. falciparum stage V gametocytes, ATP luminescence, 24 h; inhibition, % at 10.9 µM; actives 0.065% (n = 150,000);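 active = inhibition above the mean plus 3 SD of compounds within the control limits, set per campaign, cut at about 38% in these data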;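 also: 0% = DMSO wells and 100% = medium only without gametocytes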
# Avidin bead fluor – compound fluoresces at 488/530 nm on avidin beads. AID 1775. compound fluorescence 488/530 nm, flow cytometry; stronger effect = higher value. actives 0.38% (n = 220,000). fluorescence (KMESF) at 10 µM; in the data active = fluorescence above about 47; also: inactives centre near 10
# HRas wt GTP – human HRas wildtype GTP binding, change in either direction. P01112. GST-Ras wt beads, Bodipy-FL-GTP binding, flow cytometry; actives lie on both sides. GTP binding activity, % at 10 µM. actives 0.14% (n = 190,000). AID 759;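 active = GTP binding activity at least 20% away from the 100% baseline, either lowered as inhibitor or raised as activator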;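 also: 0% = unlabeled GTP competition control and 100% = no-compound control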
# Target sequence (P01112 whole entry, looked up): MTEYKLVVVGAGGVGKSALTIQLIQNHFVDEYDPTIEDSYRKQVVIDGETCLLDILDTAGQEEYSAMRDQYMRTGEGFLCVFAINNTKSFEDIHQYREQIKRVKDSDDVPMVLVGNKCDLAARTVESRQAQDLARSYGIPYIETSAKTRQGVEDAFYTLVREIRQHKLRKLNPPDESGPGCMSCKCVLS
# Rac1 wt modul – alters GTP binding to wildtype human Rac1. P63000. GST-Rac1 beads, fluorescent GTP binding, flow cytometry; actives lie on both sides; 0 = cold GTP competed, 100 = untreated. GTP binding activity (% of control), % at 10 µM. actives 0.27% (n = 190,000);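 active = GTP binding activity at least 20 points away from the 100% control level, either lower or higher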
# ABCB1 block – inhibitors of human ABCB1 transporter, ABCG2 counter-screen; P08183; CCRF-Adr cells, JC-1 efflux, flow cytometry; inhibition, % at 6.6 µM; actives 0.067% (n = 190,000); AID 1326; in the data active = inhibition above about 40%;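 also: 0% = vehicle and 100% = reference inhibitor; higher value means more JC-1 retained so stronger ABCB1 efflux block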
# ABCG2 block – blocks JC-1 efflux by human ABCG2 transporter; Q9UNQ0; IgMXP3 cells, flow cytometry; inhibition, % at 6.6 µM; actives 0.1% (n = 190,000);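 active = inhibition above 80%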;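 also: 0% = DMSO and 100% = nicardipine control wells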
# Target sequence (Q9UNQ0 whole entry, looked up): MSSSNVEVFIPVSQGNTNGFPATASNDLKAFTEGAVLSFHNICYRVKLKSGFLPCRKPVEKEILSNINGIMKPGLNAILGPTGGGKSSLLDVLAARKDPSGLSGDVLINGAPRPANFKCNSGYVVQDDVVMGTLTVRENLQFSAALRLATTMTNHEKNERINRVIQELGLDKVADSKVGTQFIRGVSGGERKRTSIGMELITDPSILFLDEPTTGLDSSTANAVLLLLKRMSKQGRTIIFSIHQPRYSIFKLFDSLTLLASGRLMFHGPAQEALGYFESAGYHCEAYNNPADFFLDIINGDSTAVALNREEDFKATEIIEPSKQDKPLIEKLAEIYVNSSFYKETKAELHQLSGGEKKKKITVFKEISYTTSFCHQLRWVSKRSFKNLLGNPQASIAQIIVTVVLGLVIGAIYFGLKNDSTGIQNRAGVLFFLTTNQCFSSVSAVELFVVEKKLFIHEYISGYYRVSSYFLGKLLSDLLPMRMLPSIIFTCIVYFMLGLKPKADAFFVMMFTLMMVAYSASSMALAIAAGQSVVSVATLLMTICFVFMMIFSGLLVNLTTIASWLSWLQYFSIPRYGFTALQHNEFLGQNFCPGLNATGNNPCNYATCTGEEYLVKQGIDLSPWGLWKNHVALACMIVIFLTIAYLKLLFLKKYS
#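 Test system: IgMXP3 (ABCG2) plus far-red-tagged CCRF-Adr (ABCB1) cells. Reagent: JC-1 dye as substrate. Timing: 10 min exposure at 25 °C with rotation, no wash. Measured by: flow cytometric JC-1 green MFI at 530 nm. Read-out: percent efflux inhibition, scaled nicardipine 100% to DMSO 0%. Control set: nicardipine and DMSO wells.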
# Rab2A wt mod – changes GTP binding to wildtype dog Rab2A, up or down; GTP binding activity, % at 10 µM; AID 760; GST-Rab2 wt beads, Bodipy-GTP binding, flow cytometry; actives 0.19% (n = 190,000);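 active = GTP binding activity at least 20 points away from 100%, either lowered or raised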;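 also: 0% = beads with excess unlabeled GTP and 100% = no-compound control corrected for plate trend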
# Numbers without * were called inactive; nt = no result given.
SMILES,Rac1 mut GTP,Rab7 wt modul,GSH bead fluor,Cdc42 wt GTP,Pf gametocyte,Avidin bead fluor,HRas wt GTP,Rac1 wt modul,ABCB1 block,ABCG2 block,Rab2A wt mod
O=C(c1cc2ccccc2oc1=O)N1CCN(C(=O)C2CCCO2)CC1 (stereo not given),98,101,24,101,nt,7,101,102,2.0,6,102
COc1ccc(C(=O)NNC(=S)NC(=O)C(C)(C)C)cc1,97,100,21,101,17,9,98,98,-0.2,0,101
CC1CN(C(=O)COC(=O)[C@@H]2CC(O)CN2S(=O)(=O)c2ccc3c(c2)OCCO3)CC(C)O1 (stereo not given in full),103,103,11,106,10,10,103,107,-0.1,5,102
O=C(Nc1ccc(N2CCOCC2)c(F)c1)c1ccncc1,98,96,4,100,nt,7,98,99,0.1,0,96
Cc1ccc2cccc(N=Cc3c(C)[nH]n(-c4ccccc4)c3=O)c2n1,103,105,9,103,4,5,104,107,-0.9,-5,106
CC(=O)CN1Cc2ccccc2/C1=N\C(=O)Nc1ccccc1,98,99,14,99,nt,45,100,100,0.1,1,99
Cc1ccsc1CN1CC(=O)N(c2c(C)cccc2C)C1=S,95,98,14,100,-21,14,97,102,-1.9,-2,97
O=C(NC(=S)N(Cc1ccccc1)Cc1ccccc1)C1CCCCC1,97,105,27,102,nt,7,101,102,-1.8,-2,102
COC1=C/C(=C/c2c(N)n3nc(-c4ccc(C)cc4)sc3nc2=O)C=CC1=O,90,102,8,93,6,11,98,97,0.1,2,96
Cc1onc(-c2ccccc2Cl)c1C(=O)Nc1ccc(S(=O)(=O)N2CCCC2)cc1,99,102,25,103,nt,7,101,104,0.9,1,102
O=C(Nc1nc2cc3c(cc2s1)OCCO3)c1cccc(N2C(=O)CCC2=O)c1,96,97,19,95,nt,7,96,96,-0.5,-2,96
CCc1nnc(NC(=O)CSc2nc3c(c(=O)n2CC)SC(C)C3)s1 (stereo not given),99,103,16,99,nt,6,101,102,0.8,4,100
O=C(NCc1ccccn1)C1CCN(C(=O)c2cc3sccc3n2Cc2ccc(F)cc2)CC1,98,107,12,97,nt,6,101,100,3.5,2,101
COc1ccc2[nH]c(C)c(CN3CCC(C)CC3)c(=O)c2c1,97,99,26,97,nt,13,96,97,-0.2,0,99
CCOc1cc(C(=O)Nc2ccccc2F)cc(Br)c1OCC,98,99,14,95,3,12,95,99,1.6,21,95
CCOC(=O)N1CCC(N2CCCC(C(=O)c3cc(C)c(OC)c(C)c3)C2)CC1 (stereo not given),94,94,8,94,5,9,93,92,0.3,0,97
O=[N+]([O-])c1cc(Cl)ccc1Oc1ccc(-c2nnco2)cc1,90,102,17,94,nt,6,95,94,1.7,10,97
COc1ccccc1NS(=O)(=O)c1ccc(Cl)c(NC(=O)c2sc3cc(Cl)ccc3c2Cl)c1,95,98,18,94,1,10,96,97,-0.9,-6,96
COc1ccc2cc(/C=N/O)c(Cl)nc2c1,97,97,10,95,-15,18,95,96,-0.1,1,95
CCCn1c(SCC(=O)Nc2c(C)cccc2CC)nnc1C(C)C,95,95,53,97,5,10,96,95,0.5,11,95
CCN(CC)c1ccc(NS(=O)(=O)c2ccc(OC)cc2)cc1,95,106,11,95,17,20,101,99,0.0,1,100
O=C1CSC(c2cccnc2)N1c1ccc(Cl)cc1 (stereo not given),95,97,10,97,10,2,95,101,1.2,1,96
O=C(Nc1cccc(C(F)(F)F)c1)c1ccccc1NC(=O)C1CCCCC1,101,96,9,97,7,14,99,99,0.5,6,97
CCCNC(=O)NC(=O)CSc1nc(C)cs1,97,104,65,95,nt,14,97,99,0.0,1,98
COc1ccc(-c2nnc(SCC(=O)NC(C)c3ccccc3)o2)cc1OC (stereo not given),95,92,15,100,nt,15,97,100,0.8,7,95
Cc1ccc(S(=O)(=O)N2CCCC(CCC(=O)NCc3ccccc3F)C2)s1 (stereo not given),94,101,23,93,18,9,99,100,1.6,5,98
CS(=O)(=O)c1ccc(C(=O)NCc2ccc(F)cc2)cc1,96,105,10,100,nt,5,101,101,1.4,7,101
O=C(c1ccccc1C(=O)N1CCN(c2ccccc2)CC1)N1CCN(c2ccccc2)CC1,99,96,20,102,nt,7,99,100,0.9,1,99
Cc1cc(C)n(-c2ncc(C#N)cn2)n1,98,111,18,102,-33,10,103,105,1.5,4,106
CCN1CCC(NC(=O)Nc2ccccc2C(=O)OC)CC1,97,103,21,108,23,10,97,96,0.5,3,96
CCc1cc2cccc(C)c2nc1SCC(=O)c1ccc(NC(C)=O)cc1,92,93,25,96,nt,14,97,91,0.2,4,95
Cn1c(SCC2CCCO2)nnc1-c1ccncc1 (stereo not given),100,100,31,102,7,12,100,104,0.1,0,99
CN(C)c1ccc(/C=C(/C(=O)c2ccc(Cl)cc2Cl)n2cncn2)cc1,100,100,9,99,nt,19,103,102,-0.9,-6,100
CSc1nnc(CSCc2ccc(Cl)cc2Cl)n1-c1ccccc1,100,106,13,103,0,9,101,106,0.3,0,99
O=C(N/N=C/c1ccc2c(c1)OCO2)c1ccc(NS(=O)(=O)c2cccs2)cc1,95,95,12,92,nt,9,95,97,-0.1,-2,94
CCCCNS(=O)(=O)c1ccc2nc(SCC(=O)Nc3cccc(F)c3)[nH]c2c1,100,111,13,100,nt,7,104,104,-0.3,-2,105
Cc1ccc(S(=O)(=O)c2cc3c(=O)n4ccccc4nc3n(Cc3ccco3)c2=N)cc1C,103,103,11,108,10,11,107,109,-0.2,-2,103
CC(=O)c1cccc(NS(=O)(=O)c2ccc3c(c2)oc(=O)n3C)c1,101,104,63,104,-20,13,104,107,1.3,5,100
CCOc1ccc(C2CC(=O)n3nc(C45CC6CC(CC(C6)C4)C5)nc3S2)cc1OC (stereo not given),100,99,25,101,-8,13,103,98,0.2,2,106
O=C(O)CCCC(=O)Nc1ccc(OCc2nc3ccccc3s2)cc1,101,106,29,99,2,10,103,102,0.3,0,104
Cc1ccc(C)c(-n2cc(CN3CCNC(=O)CC3)c(-c3ccccc3)n2)c1,96,95,58,99,nt,9,95,99,1.0,5,95
COC(=O)c1[nH]c2c(c1C)C(=O)CC(c1ccc(C)cc1)C2 (stereo not given),100,101,14,103,-31,37,100,104,0.4,3,100
O=C(CNC1CCCCC1)NN=C(c1ccccc1)c1ccccc1,96,107,12,103,2,20,106,103,1.0,3,101
O=C(O)COc1c(F)c(F)c(C(F)(F)F)c(F)c1F,100,100,18,103,-8,25,103,106,0.0,-2,104
O=C1CCCc2c1cc(C(=O)Nc1ccc(Br)cn1)c(=O)n2-c1ccccc1,97,97,29,104,nt,13,101,104,2.7,31,101
COc1cc(NCCCC(C)N)c2ncccc2c1 (stereo not given),96,99,14,99,nt,23,100,101,0.1,0,98
CC1(C)CC(=O)c2cn3ncnc3nc2C1,93,96,13,99,nt,35,99,95,0.1,0,95
COc1ccc(C)cc1NC(=O)C(OC(=O)CNC(=O)c1ccc(Br)cc1)c1ccccc1 (stereo not given),97,96,4,98,-23,14,98,103,4.1,41,97
CCCCOC(=O)Nc1ccccc1C(=O)N1CCCC1,100,97,24,102,5,6,101,103,1.1,3,98
COC(=O)C1C(=O)c2c([nH]c(C(=O)OC3CCCCC3)c2C)CC1C (stereo not given),100,97,27,100,nt,7,100,102,0.2,1,99
COc1cc2c(cc1NC(=O)c1cc(-c3ccncc3)nc3ccc(C)cc13)oc1ccccc12,93,93,35,94,-15,12,94,93,0.7,3,92
O=C(Nc1ccn(Cc2c(F)c(F)c(F)c(F)c2F)n1)c1cccc(Cn2cc([N+](=O)[O-])cn2)c1,99,102,58,104,-5,13,102,105,13,13,101
CCOc1ccc(C2NC(=O)C(C#N)=C(S)N2c2ccc(OC)cc2)cc1OC (stereo not given),99,98,35,100,2,11,99,103,0.3,-5,97
COc1ccc(F)cc1C(=O)C1CCCN(C(=O)c2ocnc2C)C1 (stereo not given),102,100,10,100,11,9,101,107,-0.1,0,103
CC(NC(=S)NC1CCCCC1)C(c1ccccc1)N1CCOCC1 (stereo not given),99,103,11,97,-4,23,99,102,0.2,0,98
Nc1nc(SCc2ccc([N+](=O)[O-])cc2)nc2nc3c(cc12)CCCC3,97,99,8,101,14,23,97,102,0.3,54,97
Cc1ccc(C2(CC(=O)Nc3nccs3)CCOC(C(C)C)C2)cc1 (stereo not given),97,100,10,101,-4,24,99,103,1.4,60,97
O=C(O)Cn1c2ccccc2c2ccccc21,92,100,15,97,nt,10,97,97,0.2,0,96
COc1ccccc1CNCc1cccc(Oc2ccccc2)c1,94,108,10,100,5,11,101,100,2.8,19,102
CC(C)Cc1nc(NCCN2CCOCC2)c(C#N)c2c1COC(C)(C)C2,102,100,21,107,nt,7,105,103,0.8,1,107

# Some values from the list.
# Entry for `O=C(NCc1ccccn1)C1CCN(C(=O)c2cc3sccc3n2Cc2ccc(F)cc2)CC1` under HRas wt GTP: 101
# Entry for `COc1ccc(C(=O)NNC(=S)NC(=O)C(C)(C)C)cc1` under ABCB1 block: -0.2
# Entry for `CCOc1ccc(C2NC(=O)C(C#N)=C(S)N2c2ccc(OC)cc2)cc1OC` (stereo not given) under Pf gametocyte: 2

# Further results.
SMILES,Rac1 mut GTP,Rab7 wt modul,GSH bead fluor,Cdc42 wt GTP,Pf gametocyte,Avidin bead fluor,HRas wt GTP,Rac1 wt modul,ABCB1 block,ABCG2 block,Rab2A wt mod
Cc1ccc(Cl)cc1-c1ccc(/C=N/n2cnnc2)o1,99,99,9,100,16,8,98,98,0.2,7,100
CCN(CC)C(=O)CSC1=C(C#N)C(c2ccco2)C(C(=O)OCCOC)=C(C)N1 (stereo not given),95,98,25,95,nt,4,100,100,2.4,10,102
COc1ccccc1-n1c(Cc2cccs2)n[nH]c1=S,93,95,14,93,7,10,96,95,-0.7,5,95
COC(=O)NNC(=O)Cc1cccc2ccccc12,101,102,8,101,-6,2,103,105,0.0,0,99
Cc1ccc(S(=O)(=O)NC(Cc2ccccc2)C(=O)O)cc1 (stereo not given),95,90,11,93,2,12,93,97,0.1,0,95
CCOC(=O)CCCn1nc(C)n2c(cc3sccc32)c1=O,99,93,67,103,nt,7,100,100,0.7,6,100
O=C(CSc1cccc[n+]1[O-])Nc1cccc(Oc2ccccc2)c1,94,98,16,92,nt,10,96,103,1.1,42,94
COc1ccc(NC(=O)C2CCCN(S(=O)(=O)c3cccnc3)C2)cc1 (stereo not given),102,99,30,100,13,12,101,107,0.1,6,101
COC(=O)c1cc(OC)c(OC)cc1NC(=S)N1CCN(C)CC1,101,98,61,105,nt,14,103,100,1.0,4,104
